# NPC1 prom act – qHTS Assay for NPC1 Promoter Activators. Potency, µM (top dose mostly 9.22 µM), without a hit: at the highest dose activation, hits mostly activators. 320,000 compounds, 2.4% hits. Huh7 NPC1 promoter luciferase reporter, 24 h. AID 485313, 2010;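 also: potency is read from the fitted curve at half-maximal effect; % of control where 0% means no effect; nearly all actives have a fitted effect of over 60% in size; reporter is driven by a mutant NPC1 promoter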
#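 Readout is luciferase luminescence, reflecting NPC1 promoter activation in stably transfected Huh7 cells after 24 h compound exposure at 37 °C in reduced-serum medium with 10% FBS.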
# Mito fusion yeast – qHTS Assay for Small Molecule Inhibitors of Mitochondrial Division or Activators of Mitochondrial Fusion; Potency, µM (doses to about 46.1 µM), for inactives: at the top dose growth rescue (activation), usual class: activators; 320,000 compounds, 0.23% hits; S. cerevisiae fusion-defective mutant growth rescue, CellTiterGlo 48 h;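 also: potency is read from the fitted curve at half-maximal effect; % of control where 0% means no effect; nearly all actives have a fitted effect of over 45% in size; temperature-sensitive fusion mutants such as fzo1-1 at 37 °C on non-fermentable ethanol glycerol medium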
#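 Growth-rescue viability read-out: after 48 h at the non-permissive 37C in glycerol/ethanol YPEG, yeast mitochondrial fusion mutants are measured by CellTiterGlo luminescence; compounds (23 nl pinned per well) restoring growth score as division inhibitors or fusion activators.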
# RORg inh – qHTS for inhibitors of ROR gamma transcriptional activity; Potency, µM (titrated, usually from 53.6 µM), for the others: at the top dose activity change, negative = inhibition, actives largely listed as inhibitors; 310,000 compounds, 5.4% hits; Nuclear receptor ROR-gamma (Mus musculus), P51450; AID 2551, 2010; Drosophila S2 Gal4-RORgamma UAS-luciferase reporter, 20 h; also: potency is read from the fitted curve at half-maximal effect; % is scaled to controls: 0 for no effect and ±100 for the full control effect; nearly all actives have a fitted effect of over 60% in size
#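 Schneider cells (Drosophila), stable Gal4 DBD–ROR gamma + UAS-luc; 1 hr cmpd preincubation; Cu2+ induction 700 uM final; 20 hr ambient; luminescence.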
# VP16 counter – VP16 counterscreen qHTS for inhibitors of ROR gamma transcriptional activity; Potency, µM (doses to about 53.6 µM), for the others: at the top dose activity, negative = inhibition, most hits filed as inhibitors; 310,000 compounds, 3.5% hits; Drosophila S2 Gal4-VP16 UAS-luciferase, luminescence, 20 h;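 also: Gal4-VP16 expression switched on by copper sulfate through the metallothionein promoter; potency is read from the fitted curve at half-maximal effect; % is scaled to controls: 0 for no effect and ±100 for the full control effect; nearly all actives have a fitted effect of over 50% in size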
# MBNL1 CUG block – qHTS Assay for Inhibitors of MBNL1-poly(CUG) RNA binding; TR-FRET MBNL1-His/biotin-(CUG)12 binding, 665/545 ratio; Muscleblind-like protein 1 (Homo sapiens), Q9NR56; 280,000 compounds, 0.036% hits; Potency, µM (doses to about 57.5 µM), inactives show at the highest dose activity change, negative = inhibition, hits mostly inhibitors; active = well fitted inhibition curve with a large enough effect in the signal ratio, with a control signal flat, not every such curve was filed as active; inconclusive = small, poorly fitted or top-dose-only effect, or effect the other way, or a change in a side signal; inactive = no such curve, though single readings can be large or run the other way; the % refers to the signal ratio; also: potency is read from the fitted curve at half-maximal effect; % is scaled to controls: 0 for no effect and ±100 for the full control effect
# Target sequence (Q9NR56 whole entry, looked up): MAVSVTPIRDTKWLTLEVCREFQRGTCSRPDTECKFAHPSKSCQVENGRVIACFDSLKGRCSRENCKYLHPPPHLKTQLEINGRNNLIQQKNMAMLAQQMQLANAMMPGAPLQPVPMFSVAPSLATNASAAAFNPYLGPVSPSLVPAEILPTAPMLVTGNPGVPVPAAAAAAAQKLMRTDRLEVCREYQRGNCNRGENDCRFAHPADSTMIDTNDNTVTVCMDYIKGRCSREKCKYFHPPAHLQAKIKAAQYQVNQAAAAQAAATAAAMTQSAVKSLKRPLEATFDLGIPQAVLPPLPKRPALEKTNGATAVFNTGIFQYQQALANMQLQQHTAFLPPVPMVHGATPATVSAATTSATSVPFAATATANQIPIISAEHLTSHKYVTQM
#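 Ratiometric TR-FRET (665 over 545 nm, excitation 340 nm) tracks disruption of MBNL1-His/biotin-(CUG)12 complex after 60 min at room temperature, with compounds at 92 nM to 58 uM final.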
# FLuc modulator – qHTS profiling assay for firefly luciferase inhibitor/activator using purifed enzyme and Km concentrations of substrates (counterscreen for miR-21 project); Luciferin 4-monooxygenase (Photinus pyralis), P08659; purified FLuc, Km substrates, luminescence inhibition; Potency, µM (series often up to 57.5 µM), for the others: at the top dose activity change, negative = inhibition, actives largely listed as inhibitors; 360,000 compounds, 6.9% hits; AID 588342, 2011;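 also: potency is read from the fitted curve at half-maximal effect; plate controls were vehicle for no effect and reference inhibitor for full effect; nearly all actives have a fitted effect of over 55% in size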
# Target sequence (P08659 whole entry, looked up): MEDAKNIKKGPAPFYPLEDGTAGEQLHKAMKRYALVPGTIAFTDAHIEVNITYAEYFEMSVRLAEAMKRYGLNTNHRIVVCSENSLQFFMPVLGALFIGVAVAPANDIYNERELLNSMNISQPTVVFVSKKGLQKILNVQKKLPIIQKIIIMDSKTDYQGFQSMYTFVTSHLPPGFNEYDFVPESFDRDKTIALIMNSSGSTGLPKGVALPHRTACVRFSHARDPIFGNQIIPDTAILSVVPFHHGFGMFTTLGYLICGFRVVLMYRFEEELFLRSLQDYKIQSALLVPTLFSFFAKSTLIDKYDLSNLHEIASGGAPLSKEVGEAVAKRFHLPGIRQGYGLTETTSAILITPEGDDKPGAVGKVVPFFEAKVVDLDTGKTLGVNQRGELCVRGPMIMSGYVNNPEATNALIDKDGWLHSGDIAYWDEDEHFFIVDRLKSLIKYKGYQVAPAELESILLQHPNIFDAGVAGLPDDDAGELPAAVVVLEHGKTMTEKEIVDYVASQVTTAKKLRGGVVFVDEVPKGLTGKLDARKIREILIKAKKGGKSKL
#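 Purified P. pyralis luciferase, 10 nM final, with Km-level 10 uM D-luciferin and 10 uM ATP in 50 mM Tris acetate pH 7.5, 10 mM Mg acetate, 0.01% Tween-20, 0.05% BSA; 6-point qHTS titration about 60 µM downward; luminescence read.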
# PKM2 activator – qHTS Assay for Activators of Human Muscle isoform 2 Pyruvate Kinase. Potency, µM (series often up to 57.5 µM), for the others: at the highest dose activation, usual class: activators. Pyruvate kinase PKM (Homo sapiens), P14618. purified PKM2, Kinase-Glo ATP luminescence, activation; response scale: 0% is enzyme alone, no compound. 260,000 compounds, 0.34% hits; also: potency is read from the fitted curve at half-maximal effect; % is scaled to controls: 0 for no effect and ±100 for the full control effect; nearly all actives have a fitted effect of over 55% in size
#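 ATP formation by purified human PK-M2, quantified via coupled luciferase luminescence after 1 h at room temperature with 0.1 mM ADP and 0.5 mM PEP final.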
# ELG1 repair inh – qHTS screen for small molecules that inhibit ELG1-dependent DNA repair in human embryonic kidney (HEK293T) cells expressing luciferase-tagged ELG1 | HEK293T ELG1-luciferase reporter, luminescence, 16 h; DNA damage induced by 5-fluorouridine | Potency, µM (series often up to 46.1 µM), for the others: top-dose activity change, negative = inhibition, hits mostly inhibitors | 330,000 compounds, 2.3% hits; also: potency is read from the fitted curve at half-maximal effect; % is scaled to controls: 0 for no effect and ±100 for the full control effect; nearly all actives have a fitted effect of over 55% in size
#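 HEK293T cells expressing luciferase-tagged ELG1 (2,000/well) received 5-Fluorouridine plus compound or DMSO for 16 hr at 37 °C. Luciferase was read by ONE-Glo luminescence after 30 min at room temperature.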
# KCNH2 3.1 inh – qHTS for Inhibitors of KCHN2 3.1: Mutant qHTS; Potassium voltage-gated channel subfamily H member 2, brain isoform KCNH2 3.1 (human); U2OS KCNH2 3.1, thallium flux FluxOr; active compounds read low; activity change, % (tested at about 1.8 µM); 340,000 compounds, 0.95% hits; AID 720553, 2013;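 active = maximum activity change below -70%; inconclusive = maximum activity change from -70% to -50%; inactive = maximum activity change above -50%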;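 also: thallium influx rate constant from kinetic fluorescence after stimulation buffer; % is scaled to controls: 0 for no effect and ±100 for the full control effect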
#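 Thallium flux read-out: FluxOr dye with Red40 quencher in HBSS/HEPES, 45 min at RT. Rate constants from kinetic reads were normalized to positive and negative DMSO controls. Cells: U2OS virally expressing the 3.1 isoform.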
# Rab9 promoter act – qHTS Assay for Rab9 Promoter Activators; 320,000 compounds, 2.8% hits; AID 485297, 2010; Huh7 Rab9 promoter-luciferase reporter, luminescence, 24 h; Potency, µM (highest dose often 9.22 µM), inactives show at the highest dose activation, negative = inhibition, actives largely listed as activators; also: potency is read from the fitted curve at half-maximal effect; % of control where 0% means no effect; nearly all actives have a fitted effect of over 60% in size
#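 Luciferase signal after 10 min detection reagent at ambient indicates Rab9 promoter upregulation; stably transfected Huh7 cells were treated 24 h with compound in DMSO at 37 °C, 5% CO2.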
# Menin MLL FP TR – qHTS Assay for Inhibitors Targeting the Menin-MLL Interaction in MLL Related Leukemias: Competition With Texas Red Labeled MLL-derived Mutant Peptide | O00255 | Menin + Texas Red MLL mutant peptide, fluorescence polarization | Potency, µM (top dose mostly 61.6 µM), for inactives: top-dose FP activity change, negative = inhibition, most hits filed as inhibitors | 270,000 compounds, 0.23% hits; active = well fitted inhibition curve with a large enough effect in the polarisation, with a control signal flat, not every such curve was filed as active; inconclusive = small, poorly fitted or top-dose-only effect, or effect the other way, or a change in a side signal; inactive = no such curve, though single readings can be large or run the other way; the % refers to the polarisation; also: potency is read from the fitted curve at half-maximal effect; % of control where 0% means no effect; many of its hits are not listed in these tables
# * hit, by the source's call; u = inconclusive; x = no result given; [ ] = another dose, or the depositor's remark. Unless noted, calls follow the shape of the dose curve; as a rule, active = well fitted curve in the direction sought with a large enough effect; inconclusive = small, poorly fitted or top-dose-only effect, or another doubt; inactive = no such curve, though single readings can be large; an effect the other way counts as inactive or inconclusive. Only part of the results is shown, so the mix of outcomes need not match the whole.
SMILES,NPC1 prom act,Mito fusion yeast,RORg inh,VP16 counter,MBNL1 CUG block,FLuc modulator,PKM2 activator,ELG1 repair inh,KCNH2 3.1 inh,Rab9 promoter act,Menin MLL FP TR
Cc1ccccc1OCC(=O)N/N=C/c1cn(Cc2ccccc2)c2ccccc12,0%,-20%,18µM*,u,-9%,-1%,-10%,7%,-5,0%,8%
CCc1nnc(NC(=O)CSCc2cc(=O)n3nc(C)sc3n2)s1,1%,3%,-15%,-1%,-3%,-1%,x,u,-3,-3%,x
Cc1cc(NC(=O)c2ccc(Cl)cc2)n(CCOC(=O)c2ccc(Cl)cc2)n1,-1%,u,u,16µM*,-1%,-3%,6%,-14%,1,-2%,20%
CC1CCCCC1NC(=O)CN1c2cccc3cccc(c23)S1(=O)=O (centres undefined),3%,-2%,x,x,x,4%,x,-13%,8,-1%,x
Cc1ccc(C(=O)OCC(=O)N2CCC(Cc3ccccc3)CC2)cc1N,1%,-5%,19%,1%,1%,-1%,0%,-7%,-24,-2%,-15%
CCOC(=O)c1cc(-c2ccc(OC)cc2)nc2c1c(C)nn2CCC(N)=S,0%,-6%,4.5µM*,u,u,-3%,x,12µM*,15,-6%,28%
COc1ccc(OCC(=O)OCC(=O)NC2CC2)cc1,0%,0%,x,x,x,4%,x,22%,-5,-14%,x
O=C(CCN1C(=O)/C(=C/c2ccccc2Cl)SC1=S)N1CCCC1,-22%,17%,8.9µM*,-13%,7%,27µM*,8%,u,-8,-27%,-21%
Cc1ccc(NC(=O)c2ccc(S(=O)(=O)N3CCCCC3)cc2)cc1,-6%,3%,12%,-15%,1%,-2%,-3%,-17%,-20,0%,-10%
O=C(COC(=O)CNC(=O)c1cccc([N+](=O)[O-])c1)Nc1cccc(S(=O)(=O)N2CCCC2)c1,-1%,-5%,22%,-6%,u,-1%,1%,1%,-3,-2%,-11%
OC1CCCC1,-1%,-5%,-22%,0%,x,-1%,x,21%,-2,-3%,x
O=C(CN1C(=O)COc2ccccc21)Nc1ccc(F)cc1,3%,1%,30%,3%,6%,-16%,-1%,u,-4,7%,3%[11.7 µM]
CCN(CCn1cccn1)C(=O)c1cc(COc2ccccc2SC)on1,2µM*,2%,18%,19%,-2%,8.5µM*,-5%,u,-5,3.5µM*,x
CC(Sc1nccn1C)C(=O)c1c(N)n(C)c(=O)n(C)c1=O (centres undefined),10%,-2%,x,x,x,3%,x,1%,3,2%,x
COC(=O)c1cccc(NC(=O)/C=C/c2cccc([N+](=O)[O-])c2)c1,18%,2%,-30%,u,9%,u,-1%,u,0,u,u
CC1CCCC(C)N1C(=O)CSc1nc2ccccc2c(=O)[nH]1 (centres undefined),-3%,9%,-9%,-15%,-10%,u,-3%,u,0,-3%,-17%
Cn1c2c(c(=O)[nH]c1=O)C(NC(=O)c1ccco1)(C(F)(F)F)C(=O)N2 (centres undefined),0%,-5%,-4%,-1%,3%,0%,-1%,10%,7,0%,-6%
CCc1ccccc1OCC(=O)Nc1ccc2c(c1)OCCO2,u,0%,u,u,-2%,11µM*,8%,u,-7,u,10%
O=S(=O)(N/N=C/c1ccc(F)cc1)c1ccccc1,-1%,-1%,38%,2%,3%,1%,-3%,7%,-5,1%,58%[activator]
O=C(CSc1nnnn1C1CCCCC1)NCCc1ccccc1,19%,3%,18%,-6%,-15%,-5%,4%,u,9,28%,-22%
CCC(C)[C@H]1CNC(=O)C(=O)N1CCCc1cc(OC)c(OC)c(OC)c1 (some centres undefined),-1%,-3%,17%,-2%,-2%,2%,-7%,1%,9,-4%,x
Cc1ccc(C)c(S(=O)(=O)N2CCN(c3nc(CN4CCOCC4)nc4sc(C)c(C)c34)CC2)c1,-3%,8%,x,x,x,5%,x,u,20,-3%,x
Cc1cc(C)cc(C(=O)NC(CC(N)=O)c2ccc(NC3CCCCCCC3)c([N+](=O)[O-])c2)c1 (centres undefined),-2%,-1%,-5%,-6%,3%,-1%,0%,-9%,-2,-1%,-22%
CCO/C=C1\C(=O)N(CC)c2ccccc21,5%,4%,5%,-10%,-7%,-1%,-14%,-8%,12,-2%,-2%
CCOc1ccc2nc(SCC(=O)NC3CCCCC3)[nH]c2c1,0%,-13%,14%,1%,-1%,-3%,x,-3%,-2,-1%,-13%
CCOC(=O)CSc1nnc(C)c(=O)[nH]1,-2%,6%,-23%,2%,-3%,-1%,-2%,-2%,-1,-1%,1%
CC(=O)n1nc(-c2ccco2)nc1SCc1ccccc1,13%,3%,-9%,27%,31%[activator],u,1%,u,5,12%,14%
CCN(CC)S(=O)(=O)c1cccc(-c2nnc(SCC(=O)NCCC3=CCCCC3)n2N)c1,-6%,-4%,23%,1%,-4%,2%,-2%,u,-14,9%,0%
Cc1cc(C)c(S(=O)(=O)NC2CC2)c(C)c1,-1%,3%,33%,6%,4%,0%,-1%[11.5 µM],-7%,4,1%,-7%
CCOC(=O)N1CCN(C2CCCN(C(=O)c3cccc(N(C)C)c3)C2)CC1 (centres undefined),0%,-4%,-11%,9%,-7%,1%,x,14%,-8,0%,0%
O=C(OCC1OC(n2cc(Br)c(=O)[nH]c2=O)C(Br)C1O)c1ccccc1 (centres undefined),1%,-4%,7%,16%,-3%,3%,x,-6%,-3,1%,1%
Cc1ccc(OCC(=O)c2cc(C)n(-c3cc(C)on3)c2C)c([N+](=O)[O-])n1,0%,12%,x,x,x,3%,x,10%,-3,-3%,x
O=C(CN1C(=O)S/C(=C\C=C\c2ccccc2)C1=O)Nc1cccc(O)c1,21%,1%,-18%,u,26%,12µM*,22%,u,-7,u,u
Cc1cccn2c(CN[C@@H]3CCCC[C@H]3c3ccccc3)c(C(=O)N3CCOCC3)nc12,-6%,5%,-10%,3%,-17%,-1%,0%,-16%,12,-19%,-8%
N#CC(C#N)=C1C(=O)N(CCN2CCCCC2)c2ccccc21,0%,3%,-1%,0%,-8%,1%,0%,0%,-12,9%,x
COc1ccccc1-n1c(SCC(=O)Nc2ccc(Br)cc2)nc(O)cc1=O,1%,0%,18%,-3%,-1%,0%,-1%,7%,13,0%,x
COc1ccc(NC(=O)CSc2nc3ccccc3c(=O)n2CCCN2CCOCC2)c(OC)c1,-5%,1%,-11%,3%,1%,0%,4%,8%,-5,-8%,-19%
CC1CN(C(=O)CCC(=O)N2CCN(c3ccccn3)CC2)c2ccccc2O1 (centres undefined),-4%,1%,-6%,-1%,1%,-3%,17%,1%,-32,0%,-1%
CCOC(=O)C1CCN(C(=O)CSc2c3c(nc4ccccc24)CCC3)CC1,0%,18%,-7%,-2%,7%,3%,0%,-11%,32,2%,-2%
Cc1cccc(C(=O)N2CCCCCC2)c1[N+](=O)[O-],0%,1%,22%,2%,4%,0%,-1%,u,11,-2%,3%
O=C(O)c1ccccc1C(=O)NNc1cccc(Cl)n1,-2%,4%,14%,-13%,4%,u,-3%,u,3,0%,11%
N#Cc1c(N2C(=O)Nc3ccccc3N2O)sc2c1CCCCCC2,9%,-6%,9%,0%,3%,u,-4%,u,-8,1%,15%
Cc1cc(OCC(=O)NCCCN2CCCC2=O)c2c(C)c(C)c(=O)oc2c1,1%,6%,0%,-10%,19%,1%,1%,15%,3,5%,-15%
CCOC(=O)CSC1=NC(=O)/C(=C/c2ccc(Br)cc2)S1,-5%,-19%,5%,-10%,3%,15µM*,-5%,u,-4,-9%,10%
COc1ccc(Cc2nnc(SCC(=O)Nc3ccccc3C#N)o2)cc1,0%,-1%,-3%,-4%,-3%,-1%,1%,12%,9,-10%,x

# High-throughput results as filed in PubChem.
